CDK5 p35 inh – inhibitors of human CDK5/p35 kinase, primary screen, biochemical, single concentration. Cyclin-dependent kinase 5 (Homo sapiens) + Cyclin-dependent kinase 5 activator 1 (Homo …. Recombinant CDK5/p35, ADP-Glo luminescence, 60 min. inhibition, % at 10 µM. hit rate 0.01% among 330,000. AID 488839, 2010;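 active means highest replicate inhibition of at least 50% and at least 75% of replicates reaching 50%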;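 further: plate controls were DMSO neutral control for no effect and GW8510 at 10 µM for full effect; many of its hits are not listed in these tables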
SR-BI uptake up – activators of SR-BI mediated DiI-HDL uptake, primary screen, ldlA[mSR-BI] CHO cells, DiI fluorescence; 3 h; 100 = double the neutral-control signal; activation, % at 12.5 µM; hit rate 0.096% among 320,000; AID 504775, 2011;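 active means mean replicate activation of at least 60% and every replicate at or above 60%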;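 further: 0% = median plate neutral-control signal and 100% = twice that signal; values of inactives mirror those of a sister screen read the other way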
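Assay system: LDL receptor-deficient CHO ldlA cells overexpressing murine SR-BI / Medium: BSA-supplemented, HEPES-buffered Ham's F12, pH 7.4 / Probe or stimulus: DiI-labelled HDL at 10 µg/mL final / Timing: compound with DiI-HDL co-incubation, 3 h at 37 °C / Technique: bottom-read cell fluorescence after medium removal, ex 550/em 595 nm / Measure: HDL uptake via cellular fluorescence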
dFosB activator – activators of delta FosB homodimer, primary screen, biochemical, fluorescence polarization, TAMRA-CDK5 oligo, single point | Protein FosB (Mus musculus), P13346 | purified delta FosB; percent of positive-control signal above neutral wells | activation, % at 25 µM | hit rate 0.99% among 340,000;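 active means mean activation above about 17%, with every replicate also reaching it, limit read from the data, passing the limit was not always enough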;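 further: fluorescence polarization rise as delta FosB binds a TAMRA Cdk5 AP-1 oligo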
Target sequence (P13346 whole entry, looked up): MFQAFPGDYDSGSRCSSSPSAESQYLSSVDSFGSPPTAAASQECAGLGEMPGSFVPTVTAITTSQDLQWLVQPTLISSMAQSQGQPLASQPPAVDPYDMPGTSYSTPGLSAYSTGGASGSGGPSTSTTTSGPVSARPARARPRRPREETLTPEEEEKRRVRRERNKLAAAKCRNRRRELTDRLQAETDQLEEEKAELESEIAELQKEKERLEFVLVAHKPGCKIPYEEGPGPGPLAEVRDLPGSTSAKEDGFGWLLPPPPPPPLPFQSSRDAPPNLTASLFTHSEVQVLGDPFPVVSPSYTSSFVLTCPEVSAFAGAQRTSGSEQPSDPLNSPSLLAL
PKA-R1A activ – activators of PKA-R1A holoenzyme, primary screen, biochemical, fluorescence polarization, Cy5-IP20, bovine R1A, mouse PKAc | PKA-R1A dissociation; scaled: DMSO 0%, 113 µM cGMP 100% | activation, % at 11.4 µM | hit rate 0.083% among 340,000 | AID 504707, 2011;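 active means percent activation above the mean of all tested compounds plus 3 SD, cut at about 19% in these data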;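 further: higher means more PKAc released from R1A so a rise in polarization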
Mot1-301 SUMO – yeast Mot1-301 growth rescue at high temperature, primary screen, SUMOylation pathway inhibitor project, S. cerevisiae, ATP luminescence, 38.5C; S. cerevisiae Mot1-301 growth rescue; percent above DMSO median, 100 means doubled; growth rescue, % at 18.8 µM; hit rate 1% among 320,000;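 active means every valid replicate shows activation above 250% relative to neutral control wells; inactive means the rest, any valid replicate at or below 250%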;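 further: OY570 slx delta 5 strain wells were the positive control but not used for scaling; some compounds called inactive have numbers as strong as hits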
Arr AP2 block – inhibitors of beta-arrestin/AP2 binding, primary screen, biochemical, GPCR trafficking, flow cytometry | inhibition, % at 10 µM | FITC-arrestin peptide / GST-AP2 beads; AP2 beta2 appendage carries R879A mutation | beta-arrestin 1 C-terminal peptide binding to AP2 beta2-adaptin appendage (human) | hit rate 0.31% among 340,000 | AID 504490, 2011;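 active means inhibition above a set limit, near 3 SD of compounds lacking own fluorescence, cut at about 54% in these data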;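 further: plate controls were DMSO wells for no effect and 5 µM unlabelled arrestin peptide for full effect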
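System: GST-AP2 R879A bound to glutathione beads, E. coli-expressed. Also added: 50 nM FITC-arrestin peptide. Schedule: compound with beads 12 min RT, then probe 1 h RT. Signal: bead flow cytometry, FITC channel. Read-out basis: percent response.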
PKA-R2B activ – activators of PKA-R2B holoenzyme, primary screen, biochemical, fluorescence polarization, Cy5-IP20, human; cAMP-dependent protein kinase catalytic subunit beta (Homo sapiens) + cAMP-dependent …; PKA-R2B holoenzyme dissociation; R2B truncated from residue 108, S112A mutant; 0% DMSO only, 100% 113 µM cGMP; activation, % at 11.4 µM; hit rate 0.079% among 340,000;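 active means activation above a cutoff set at the mean over all compounds plus 3 SD, cut at about 18% in these data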;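 further: higher means more holoenzyme dissociation and a rise in polarization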
Target sequence (P31323 whole entry, looked up, other chains not shown, the tested form may be a part): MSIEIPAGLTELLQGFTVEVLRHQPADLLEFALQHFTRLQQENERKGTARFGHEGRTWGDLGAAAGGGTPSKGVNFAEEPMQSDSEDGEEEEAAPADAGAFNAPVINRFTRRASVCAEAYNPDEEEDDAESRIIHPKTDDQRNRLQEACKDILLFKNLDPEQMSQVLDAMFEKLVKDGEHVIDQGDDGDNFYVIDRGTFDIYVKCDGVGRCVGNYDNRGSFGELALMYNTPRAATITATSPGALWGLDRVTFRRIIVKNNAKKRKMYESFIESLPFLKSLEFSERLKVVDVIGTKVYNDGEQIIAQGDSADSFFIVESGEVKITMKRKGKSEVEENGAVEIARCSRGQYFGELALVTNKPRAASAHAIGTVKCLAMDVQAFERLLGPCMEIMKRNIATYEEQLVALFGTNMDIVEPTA
DSG3 Ab inh – inhibitors of pemphigus antibody binding to DSG3, primary screen, biochemical, bead-based, flow cytometry, scFv-GFP; binding (percent of control), % at 10 µM; Desmoglein-3 (Homo sapiens), P32926; hit rate 0.48% among 310,000; DSG3-coupled beads, scFv-anti-DSG3-GFP binding; active compounds read low;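 active means binding more than 3 SD below its plate's average and above zero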;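 further: hits lower antibody fragment binding to DSG3; some compounds called inactive have numbers as strong as hits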
MITF TRPM1 HTS – activators of MITF-driven TRPM1 promoter reporter, primary screen, cell-based, SK-MEL-5, luciferase, single point; SK-MEL-5 TRPM1-promoter luciferase, 24 h; % of positive control, neutral wells = 0; activation, % at 12.5 µM; hit rate 0.75% among 300,000; AID 588334, 2011;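 active means mean activation of at least 80% with every replicate also reaching 80%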;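 further: 0% = neutral control wells and 100% = parthenolide positive control wells; values of inactives mirror those of a sister screen read the other way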
NSD2 HMT inh – NSD2 histone methyltransferase inhibitors, primary screen, biochemical, AlphaScreen, single concentration, set 2; NSD2 peptide methylation, 120 min; inhibition, % at 12.5 µM; hit rate 0.54% among 310,000; in the data active means inhibition above about 50%
SR-BI DiI inh – inhibitors of SR-BI mediated HDL lipid uptake, primary screen, ldlA[mSR-BI] cells, fluorescence, single point; Scavenger receptor class B member 1 (Mus musculus), Q61009; ldlA[mSR-BI] CHO cells, DiI-HDL uptake fluorescence, 3 h; inhibition, % at 12.5 µM; hit rate 0.96% among 320,000;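 active means mean replicate inhibition of at least 70% and a set share of replicates each scoring 70 or more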;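 further: 0% = median of neutral control wells and 100% = median of positive control wells; values of inactives mirror those of a sister screen read the other way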
* hit, by the source's call; i = inactive; · = not tested or not shown. Outcome played no part in choosing rows. About 4.7% of those tested had a hit in this group.

Molecule	CDK5 p35 inh	SR-BI uptake up	dFosB activator	PKA-R1A activ	Mot1-301 SUMO	Arr AP2 block	PKA-R2B activ	DSG3 Ab inh	MITF TRPM1 HTS	NSD2 HMT inh	SR-BI DiI inh
CCc1ccc(Cc2cnc(NC(=O)C3=NCCN3)s2)cc1	0.2	36	-5	2	-13	14	5	78	-1	-4	-36
COc1ccccc1NS(=O)(=O)c1cc(NC(=O)c2ccc(Cl)nc2)ccc1N1CCCC1	-9.6	-41	-4	-5	-13	-11	6	107	-11	0	41
COc1cccc2c(=O)n(CC(=O)N3CCCCC3)ccc12	-0.4	36	4	-2	267	-9	-5	101	·	·	-36
COc1ccc(/C=C2\SC(=N)N(c3nccs3)C2=O)cc1OC	0.6	-1	-12	3	i	-5	4	87	4	9	1
Cc1onc(-c2ccccc2)c1C(=O)OCC(=O)N(CC(C)C)c1c(N)n(Cc2ccccc2)c(=O)[nH]c1=O	-1.0	-1	14	-6	-3	0	0	104	4	-1	1
COc1ccc(N=Nc2nc3ccc(Br)cc3n2C)cc1	1.0	3	-10	-3	·	-4	-7	·	69	11	-3
Cc1cc(NN)nc(NS(=O)(=O)c2ccccc2Cl)n1	-1.7	15	-7	4	·	-12	11	105	-3	-2	-15
CC(C)OC(=O)c1cccc(C(=O)OCc2ccco2)n1	0.3	·	1	2	-9	14	-1	·	15	-1	-10
O=S(=O)(c1ccccc1)N(Cc1ccccc1)c1ccccn1	0.1	5	1	-8	-7	4	4	103	·	0	-5
Cn1c(=O)c2c(SCc3ccccn3)nc(CC(C)(C)C)nc2n(C)c1=O	-0.5	-5	-11	4	-14	-4	1	95	21	·	5
CCS(=O)(=O)C(=C1Nc2ccccc2N1)S(=O)(=O)CC	0.5	12	-6	-2	-9	-3	-6	·	-21	-1	-12
COC(=O)c1ccc(/C=N/NC(=O)c2ccccc2Cl)cc1	-0.7	-24	2	-9	160	-5	-12	110	32	-1	24
CCOC(=O)c1sc2ncn(/N=C/c3ccc(O)cc3)c(=O)c2c1C	-1.6	-6	-15	-8	·	-11	-23	96	3	-4	6
Cn1cnnc1Sc1ccc(C(F)(F)F)cc1[N+](=O)[O-]	0.4	21	5	·	-3	-12	·	·	10	-3	-21
Cc1nc2ccccc2c(=O)n1-c1ccc(NS(=O)(=O)c2ccccc2)cc1	-0.2	22	-6	-11	291	32	-4	103	2	-1	-22
CCOC(=O)N1CCN(C(=O)COc2ccc(Cl)c(C)c2)CC1	0.5	-6	-11	-2	41	7	7	101	9	-1	6
Cc1sc2ncnc(NCc3cccnc3)c2c1C	-0.2	-4	-1	0	2	-5	-13	89	-2	-1	4
Cc1ccccc1Cn1nc(C)c(NC(=O)C(F)(F)F)c1C	-0.4	14	1	1	-15	1	-2	99	-7	-3	-14
CC(OC(=O)c1ccc(NS(=O)(=O)c2ccc3[nH]c(=O)[nH]c3c2)cc1)C(=O)Nc1cccc(Cl)c1Cl (stereo not drawn)	0.0	·	7	-11	88	11	-5	64	-4	1	·
Cc1nn(CC(=O)N2CCCc3ccccc32)c(C)c1[N+](=O)[O-]	-0.2	14	-4	3	14	36	5	98	8	2	-14
Cc1ccc(S(=O)(=O)N(CCCc2c(C)nc[nH]c2=O)c2ccccc2)cc1	0.0	13	-5	-3	·	24	-4	94	-5	-2	-13
CCOC(=O)c1ccc(/C=C2/C=C(c3ccccc3)N(c3ccc(Cl)c(C(=O)O)c3)C2=O)cc1	-1.4	2	-15	-1	-16	-16	15	133	38	40	-2
Cc1cc(=O)oc2c1ccc1ccccc12	0.2	7	-28	-7	-31	-2	-2	105	17	-4	-7
CC(NC(=S)Nc1ccc(S(=O)(=O)N2CCOCC2)cc1)C1CC2CCC1C2 (stereo not drawn)	-0.1	-5	-6	8	-8	27	-5	98	8	0	5
O=c1c(C/C=C/c2ccccc2)c(O)nc2n1CCCS2	0.2	16	-1	2	-20	11	3	112	-7	-3	-16
COc1ccc(S(=O)(=O)N2CCCCCC2)cc1N(C)S(=O)(=O)c1ccccc1	0.5	-17	-6	-6	-7	22	-4	97	-12	-1	17
CCOC(=O)COc1cccc2c(=O)n(CC(=O)N3CCN(C(=O)OCC)CC3)ccc12	1.8	-3	4	0	0	22	3	104	8	·	3
COc1cccc(NC(=O)C2CC2)c1	-0.3	32	-5	0	9	5	0	106	15	·	-32
O=[N+]([O-])c1cc([N+](=O)[O-])c(Oc2ccc(Cl)c3cccnc23)cc1NN1CCCCC1	-1.5	-15	4	7	-1	4	6	98	-1	·	15
CCOc1ccccc1C(=O)NC(C(=O)Nc1ccccc1N1CCOCC1)C(C)C (stereo not drawn)	2.7	15	-3	-2	-20	35	-1	94	-8	6	-15
CC(=O)Nc1ccc(S(=O)(=O)NCCSCc2ccccc2Cl)cc1	1.5	-21	-7	1	27	1	-6	87	-8	-3	21
Clc1ccc(-c2nnc(N3CCOCC3)o2)cc1	0.5	-2	7	-5	-4	-5	-7	93	·	-2	2
Cc1cc(C(=O)NCC2CCCO2)sc1C (stereo not drawn)	0.7	7	2	-4	·	16	-13	109	12	0	-7
COc1cc(/C=C2/CCC/C(=C\c3cc(O)c(OC)c(Cl)c3)C2=O)cc(Cl)c1O	2.3	-67	-6	6	16	25	2	101	-10	9	67
COc1ccc(NC(=S)N(CCCN2CCOCC2)Cc2cn(C)c3ccccc23)cc1	-0.6	12	-3	-2	-25	5	-2	113	5	5	-12
COc1ccc(NCc2nnc(SCC(=O)Nc3ccc(OC)cc3)n2C)cc1	-0.9	8	-3	1	·	8	6	105	-1	-1	-8
CC(C)(C)NC(=O)[C@]1(C)CCC[C@@]2(C)C3CC[C@@]4(C)C[C@]3(CCC21)CC4=O (stereo partly drawn)	1.6	-7	6	0	22	-5	-10	95	2	·	7
C/C(=N\NC(=O)C12CCC(C)(C(=O)O1)C2(C)C)c1ccccc1O (stereo not drawn)	-1.8	10	-1	-3	-6	34	5	101	-6	7	-10
CCOC(=O)C(C(=O)OCC)C1N=C(N)N=C2Oc3ccccc3N21 (stereo not drawn)	4.9	26	1	-8	-8	4	1	98	33	-2	-26
CCC(=O)c1ccc(OC(=O)Cc2ccc(OC)cc2)cc1	0.9	23	-2	-9	-15	37	1	98	-7	-2	-23
CSc1ncc(Cl)c(C(=O)Nc2ccc(S(=O)(=O)N3CCOCC3)cc2)n1	1.7	-8	-6	0	16	-1	6	·	13	·	8
Fc1ccccc1-c1nc(-c2ccc(Br)o2)no1	1.2	20	-5	2	132	-1	4	99	10	-1	-20
O=C(N/N=C/c1ccc2c(c1)OCO2)c1sc2cccc(Cl)c2c1Cl	-1.4	2	2	-8	-2	0	7	112	-9	-1	-2
O=C(CCn1cnnn1)N1CCCC(Nc2ccc(F)c(F)c2)C1 (stereo not drawn)	0.3	4	-4	2	7	38	12	98	16	1	-4
CCC(=O)N1CCc2cc(OC)c(OC)cc2C1COc1ccc(F)cc1 (stereo not drawn)	0.2	-22	-3	-13	-6	35	-6	102	-7	0	22
Cc1ccc(S(=O)(=O)N2CCN(C(=O)CCC(=O)NCCc3ccc(F)cc3)CC2)cc1	-1.3	-7	0	-7	8	-11	-6	105	-3	0	7
COc1ccc2[nH]c3c(=O)n(CCCCC(=O)N4CCC(C(N)=O)CC4)c(=S)[nH]c3c2c1	-1.7	8	-2	1	-11	15	5	·	5	2	-8
